S100A4 MyoIIA = inhibitors of S100A4-myosin IIA peptide binding, primary screen, biochemical, fluorescence polarization, TAMRA-MyoIIA peptide. inhibition, % at 10.7 µM. 360,000 tested, 0.14% active. Protein S100-A4 (Homo sapiens), P26447;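 active = mean inhibition of at least 70% across replicates, with every replicate also reaching that level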
Target sequence (P26447 whole entry, looked up): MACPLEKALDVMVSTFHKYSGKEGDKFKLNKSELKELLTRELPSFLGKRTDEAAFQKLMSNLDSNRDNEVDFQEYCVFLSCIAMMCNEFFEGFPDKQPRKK
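incubation = readout 5 min after mixing, signal stable up to 60 min | system = S100A4 monomer protein | buffer or medium = HEPES pH 7.2 with CaCl2, KCl, NaCl, DTT, Triton | benchmarks = neutral control DMSO, positive control TFP | also added = fluorescent myosin IIA peptide, 5 nM | compound dosing = one concentration per compound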
FN deposition inh = inhibitors of fibronectin matrix deposition, primary screen, AH1F cells, Alexa488-fibronectin fluorescence, plate reader; AH1F fibroblasts, overnight; inhibition, % at 12.6 µM; 350,000 tested, 0.086% active; AID 743247, 2014;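 active = mean inhibition across replicates of 30% or more, regardless of how many single replicates reach that level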;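 note: positive control wells lacked labelled fibronectin entirely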
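Material: AH1F fibroblasts assembling fluorescent fibronectin matrix; amount: 10000 AH1F cells/well; medium: DMEM, 2% serum; reagent: Alexa488-fibronectin, 24 nM final in well; dosing: single compound dose, delivered by pin transfer; incubation: 1 h adhesion, overnight exposure; detection: fluorescence after three HBSS washes, excitation 485 nm, emission 525 nm; measure: fibronectin deposition inhibition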
LGR2 antag = inhibitors of bursicon-induced LGR2 CRE-luciferase signal, primary screen, cell-based, HEK293, CRE-luciferase reporter, bursicon stimulation | Drosophila bursicon receptor LGR2 (rickets) | inhibition, % at 9.99 µM | 380,000 tested, 0.35% active | bursicon-stimulated, 4 h;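 active = drop in luminescence signal, shown as inhibition above about 50% in the replicate tests, limit read from the data, passing the limit was not always enough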;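 note: agonist challenge used bursicon conditioned medium at about half maximal strength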
SIRT5 inh = SIRT5 desuccinylase inhibitors, primary screen, biochemical, fluorescence imaging, single point, set 5. Purified SirT5, succinyl-peptide AMC, trypsin-coupled fluorescence. inhibition, % at 15 µM. 330,000 tested, 1.1% active; in the data active = inhibition above about 15%
Target sequence (Q9NXA8 whole entry, looked up): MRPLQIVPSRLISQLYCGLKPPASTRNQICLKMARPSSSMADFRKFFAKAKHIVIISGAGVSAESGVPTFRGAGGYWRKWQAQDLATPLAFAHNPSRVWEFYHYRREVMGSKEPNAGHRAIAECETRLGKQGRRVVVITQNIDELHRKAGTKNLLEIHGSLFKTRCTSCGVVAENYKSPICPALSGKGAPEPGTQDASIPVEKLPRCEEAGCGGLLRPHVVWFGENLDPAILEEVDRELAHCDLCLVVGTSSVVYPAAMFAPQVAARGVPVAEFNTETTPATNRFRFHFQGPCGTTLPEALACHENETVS
Starred values were filed as active, the others as inactive; . = not tested or not shown. This is a subset; count on the stated rates, not on these rows.

Results follow in this order: S100A4 MyoIIA	FN deposition inh	LGR2 antag	SIRT5 inh
CC(C)NC(=O)N1CCCCN2[C@@H](CO)[C@H](c3ccc(C#C[C@@H](C)O)cc3)[C@@H]2C1
→ .	.	-25	-4
COc1cccc(-c2ccc([C@@H]3[C@H](CO)N4CCCCN(C(=O)NC(C)C)C[C@@H]34)cc2)c1
→ .	.	1	-4
OC[C@@H]1[C@H](c2ccc(C#CC3(O)CCCC3)cc2)[C@@H]2CN(Cc3cccnc3)CCCCN12
→ .	.	0	-4
COc1ccc2c3c(n(C)c2c1)[C@H](CO)NCC31CCN(C(=O)Nc2ccccc2F)CC1
→ -19	.	-4	.
COc1ccc2c3c(n(C)c2c1)[C@@H](CO)N(CC1CCCCC1)CC31CCN(C(=O)CN(C)C)CC1
→ -1	.	-6	.
CCC(=O)N1CC2(CN(Cc3cccnc3)C2)c2c(n(C)c3cc(OC)ccc23)[C@@H]1CO
→ 6	.	-7	.
COc1ccc2c3c([nH]c2c1)[C@@H](CO)N(C)CC31CN(C(=O)c2ccccc2F)C1
→ 13	.	-11	.
COc1cccc(CN2CCC3(CC2)CN(C(=O)C2CC2)[C@H](CO)c2[nH]c4cc(OC)ccc4c23)c1
→ -6	.	15	.
COc1ccc2c3c(n(C)c2c1)[C@@H](CO)NCC31CCN(C(=O)c2cccc(F)c2)CC1
→ 48	.	-9	.
COc1ccc2c3c(n(C)c2c1)[C@H](CO)N(C)CC31CN(C(=O)c2ccccc2F)C1
→ 21	.	-3	.

Results follow in this order: S100A4 MyoIIA	FN deposition inh	LGR2 antag	SIRT5 inh
CCC(=O)N1CC2(C1)CN(CC1CCOCC1)[C@@H](CO)c1c2c2ccc(OC)cc2n1C
→ 54	.	4	.
COc1cccc(CN2CC3(CN(Cc4ccccn4)C3)c3c([nH]c4cc(OC)ccc34)[C@H]2CO)c1
→ 8	.	4	.
CCS(=O)(=O)N1CCC2(CC1)CN(S(=O)(=O)c1cccc(OC)c1)[C@@H](CO)c1[nH]c3cc(OC)ccc3c12
→ 3	.	-3	.
COc1ccc2c3c(n(C)c2c1)[C@H](CO)N(C(C)=O)CC31CCN(Cc2ccc(Cl)cc2)CC1
→ 6	.	6	.
COc1ccc2c3c([nH]c2c1)[C@H](CO)N(CC1CC1)CC31CCN(C(=O)c2ccc(F)cc2)CC1
→ -4	.	8	.
COc1ccc2c3c([nH]c2c1)[C@H](CO)N(C(=O)c1ccncc1)CC31CN(C(=O)c2ccncc2)C1
→ 2	.	-1	.
CCC(=O)N1CC2(C1)CN(Cc1ccccc1Cl)[C@@H](CO)c1c2c2ccc(OC)cc2n1C
→ 5	.	13	.
COc1ccc2c3c([nH]c2c1)[C@H](CO)N(Cc1ccccc1)CC31CCN(CC2CC2)CC1
→ 8	.	24	.
CCC(=O)N1CC2(C1)CN(C(=O)Cc1ccccc1)[C@@H](CO)c1c2c2ccc(OC)cc2n1C
→ 0	.	-6	.
COc1ccc2c3c(n(C)c2c1)[C@H](CO)NCC31CN(S(=O)(=O)c2ccccc2)C1
→ -14	.	1	.

Results follow in this order: S100A4 MyoIIA	FN deposition inh	LGR2 antag	SIRT5 inh
COc1ccc2c3c(n(C)c2c1)[C@H](CO)N(C(=O)C1CCC1)CC31CN(C)C1
→ -6	.	-16	.
COc1cc(CN2CC3(CN(C)C3)c3c([nH]c4cc(OC)ccc34)[C@H]2CO)cc(OC)c1
→ 9	.	1	.
Cc1cccc(-c2ccc([C@H]3[C@H](CO)N4CCCCN(Cc5ccncc5)C[C@@H]34)cc2)c1
→ -5	.	-10	.
COCC(=O)N1CC2(CCN(Cc3ccccc3)CC2)c2c(n(C)c3cc(OC)ccc23)[C@H]1CO
→ -1	.	11	.
COc1ccc2c3c(n(C)c2c1)[C@@H](CO)N(C)CC31CN(C(=O)NC(C)C)C1
→ -7	.	-9	.
CCC(=O)N1CCC2(CC1)CN(Cc1cccc(F)c1)[C@@H](CO)c1c2c2ccc(OC)cc2n1C
→ -11	.	-3	.
Cc1ccc(S(=O)(=O)N(C)C[C@@H]2Oc3c(NC(=O)CCCCCC(=O)Nc4ccccc4N)cccc3C(=O)N([C@H](C)CO)C[C@@H]2C)cc1
→ 23	.	-10	.
OC[C@@H]1[C@H](c2ccc(-c3ccccc3)cc2)[C@@H]2CN(CCC(F)(F)F)CCCCN12
→ 4	.	7	.
COc1ccc2c3c(n(C)c2c1)[C@H](CO)NCC31CN(C(=O)Nc2ccc(F)cc2F)C1
→ -4	.	-3	.
COc1ccc2c3c([nH]c2c1)[C@@H](CO)N(C(=O)c1cccc(F)c1)CC31CN(C(=O)c2ccccc2)C1
→ 4	.	-24	.

Three entries from above, sorted by their value in S100A4 MyoIIA, descending:
structure	S100A4 MyoIIA	LGR2 antag	SIRT5 inh
Cc1ccc(S(=O)(=O)N(C)C[C@@H]2Oc3c(NC(=O)CCCCCC(=O)Nc4ccccc4N)cccc3C(=O)N([C@H](C)CO)C[C@@H]2C)cc1	23	-10	.
COc1cc(CN2CC3(CN(C)C3)c3c([nH]c4cc(OC)ccc34)[C@H]2CO)cc(OC)c1	9	1	.
COc1ccc2c3c(n(C)c2c1)[C@H](CO)N(C(=O)C1CCC1)CC31CN(C)C1	-6	-16	.

Additional structures follow.
Results follow in this order: S100A4 MyoIIA	FN deposition inh	LGR2 antag	SIRT5 inh
COc1ccc2c3c([nH]c2c1)[C@H](CO)N(C(=O)c1cnccn1)CC31CCN(C(=O)c2cnccn2)CC1
→ 1	.	-3	.
C[C@@H]1CCCCO[C@@H](CN(C)C(=O)Nc2ccccc2)[C@@H](C)CN([C@H](C)CO)C(=O)c2cc(NC(=O)Nc3ccc(C(F)(F)F)cc3)ccc2O1
→ -38	.	16	.
COc1ccc2c3c(n(C)c2c1)[C@@H](CO)N(C(=O)c1ccccc1)CC31CCN(CC2CC2)CC1
→ -6	.	-2	.
COc1ccc2c3c([nH]c2c1)[C@H](CO)N(Cc1ccccc1OC)CC31CN(C)C1
→ -5	.	0	.
COc1ccc2c3c(n(C)c2c1)[C@H](CO)N(Cc1cccnc1)CC31CN(Cc2cccnc2)C1
→ 0	.	3	.
COc1ccc2c3c([nH]c2c1)[C@@H](CO)N(C)CC31CN(S(=O)(=O)c2ccc(C)cc2)C1
→ -15	.	21	.
COc1ccc2c3c([nH]c2c1)[C@H](CO)N(Cc1ccccc1Cl)CC31CN(C(C)=O)C1
→ -7	.	2	.
O=C([C@@H]1[C@@H](CO)[C@@H]2Cn3c(cccc3=O)[C@@H]2N1Cc1ccccn1)N1CCC(Cc2ccccc2)CC1
→ 8	.	-27	.
COc1ccc2c3c(n(C)c2c1)[C@H](CO)N(C(=O)CN1CCOCC1)CC31CCN(C(C)=O)CC1
→ 33	.	-17	.
COc1ccc2c3c(n(C)c2c1)[C@H](CO)NCC31CCN(C(=O)c2cccc(F)c2)CC1
→ 8	.	1	.

Results follow in this order: S100A4 MyoIIA	FN deposition inh	LGR2 antag	SIRT5 inh
COc1ccc2c3c([nH]c2c1)[C@@H](CO)N(C(=O)C1CCCCC1)CC31CCN(S(C)(=O)=O)CC1
→ 8	.	-4	.
COc1ccc2c3c([nH]c2c1)[C@@H](CO)N(C(=O)Nc1ccccc1F)CC31CCN(C(C)=O)CC1
→ -1	.	15	.
COCC(=O)N1CC2(CCN(C(=O)NC(C)C)CC2)c2c(n(C)c3cc(OC)ccc23)[C@@H]1CO
→ 19	.	-8	.
COc1ccc2c3c([nH]c2c1)[C@H](CO)N(S(C)(=O)=O)CC31CCN(C(=O)c2ccccc2)CC1
→ -11	.	10	.
COc1ccc2c3c(n(C)c2c1)[C@@H](CO)NCC31CN(C(=O)Nc2ccc(F)cc2F)C1
→ 8	.	4	.
COc1ccc2c3c([nH]c2c1)[C@@H](CO)N(Cc1ccc(Cl)cc1)CC31CN(Cc2nccs2)C1
→ 6	.	3	.
COc1ccc2c3c([nH]c2c1)[C@H](CO)N(C(=O)c1ccncc1)CC31CN(C(=O)Nc2cccc(F)c2)C1
→ 0	.	-1	.
COc1ccc2c3c(n(C)c2c1)[C@H](CO)N(Cc1ccccc1)CC31CCN(CC2CC2)CC1
→ 11	.	-8	.
COc1ccc2c3c([nH]c2c1)[C@H](CO)N(S(C)(=O)=O)CC31CCN(CC2CCOCC2)CC1
→ 54	.	-8	.
COc1ccc2c3c(n(C)c2c1)[C@H](CO)N(C(=O)c1ccc(F)cc1)CC31CCN(C(C)=O)CC1
→ -9	.	9	.

Results follow in this order: S100A4 MyoIIA	FN deposition inh	LGR2 antag	SIRT5 inh
CCC(=O)N1CC2(CN(Cc3cccnc3)C2)c2c(n(C)c3cc(OC)ccc23)[C@H]1CO
→ 11	.	-11	.
CCC(=O)N1CC2(CCN(Cc3nccs3)CC2)c2c(n(C)c3cc(OC)ccc23)[C@H]1CO
→ 5	.	10	.
COc1ccc2c3c(n(C)c2c1)[C@@H](CO)N(CC1CC1)CC31CCN(C(=O)CC2CC2)CC1
→ -8	.	-7	.
O=C(NCC1OCCc2ccccc21)c1ccc(NC(=O)c2ccc(Cl)cc2Cl)cc1 (centres undefined)
→ .	-3	1	.
O=C(NC1CCN(Cc2ccccc2)CC1)c1cccc(S(=O)(=O)Nc2cc(C(F)(F)F)ccc2Cl)c1
→ .	3	1	.
Cc1ccc(C(=O)N/C(=C/c2ccco2)C(=O)NCCCn2ccnc2)cc1
→ .	1	3	.
Cc1ccc(NC(=O)c2cc(S(=O)(=O)NCCC3=CCCCC3)ccc2F)cc1F
→ .	-4	-17	.
CCC(=O)Nc1c(C)n[nH]c1C
→ .	4	-2	.
O=C(NCCCN1CCN(CCCNC(=O)c2cc([N+](=O)[O-])ccc2Cl)CC1)c1cc([N+](=O)[O-])ccc1Cl
→ .	29	-14	.
CN(C)S(=O)(=O)c1cc(NC(=O)CSc2ncc(C(F)(F)F)cc2Cl)ccc1Cl
→ .	4	3	.

Results follow in this order: S100A4 MyoIIA	FN deposition inh	LGR2 antag	SIRT5 inh
C/C=C/C(=O)OCC(=O)Nc1cc([N+](=O)[O-])ccc1Cl
→ .	4	12	.
Cc1cc(C)cc(NC(=O)Cn2c(-c3ccccc3Cl)nc3ccccc32)c1
→ .	9	1	.
Cc1ccc2nc(NC(=O)C3CCN(S(=O)(=O)c4cccc5nsnc45)CC3)sc2c1
→ .	3	27	.
O=C(Nc1cc(SCCO)cc([N+](=O)[O-])c1)c1ccc(Br)o1
→ .	1	2	.
CC(C)(C)N/N=C/c1cc(Cl)cc([N+](=O)[O-])c1O
→ .	1	6	.
COc1ccc(-c2ccc(SCC(=O)NCc3ccco3)nn2)cc1OC
→ .	-7	10	.
O=C(NCCCO)C12CC3CC(CC(C3)C1)C2
→ .	4	-9	.
Cc1nn(CC(=O)Nc2ccc(Cl)cn2)c(C)c1Br
→ .	-8	-17	.
Cc1ccc2c(c1)c(N=Nc1cccc(C(=O)O)c1)c(O)n2C
→ .	0	-10	.
Cc1ccc(-n2c(C)cc(-c3csc(N)n3)c2C)cc1
→ .	-19	-16	.

Some of these compounds in order of count of non-hydrogen atoms, ascending.
Results follow in this order: S100A4 MyoIIA	FN deposition inh	LGR2 antag	SIRT5 inh
OC[C@@H]1[C@H](c2ccc(-c3ccccc3)cc2)[C@@H]2CN(CCC(F)(F)F)CCCCN12
→ 4	.	7	.
COc1ccc2c3c(n(C)c2c1)[C@@H](CO)NCC31CN(C(=O)Nc2ccc(F)cc2F)C1
→ 8	.	4	.
COc1ccc2c3c([nH]c2c1)[C@H](CO)N(Cc1ccccc1)CC31CCN(CC2CC2)CC1
→ 8	.	24	.
COc1ccc2c3c([nH]c2c1)[C@H](CO)N(S(C)(=O)=O)CC31CCN(C(=O)c2ccccc2)CC1
→ -11	.	10	.
COCC(=O)N1CC2(CCN(Cc3ccccc3)CC2)c2c(n(C)c3cc(OC)ccc23)[C@H]1CO
→ -1	.	11	.
O=C(NCCCN1CCN(CCCNC(=O)c2cc([N+](=O)[O-])ccc2Cl)CC1)c1cc([N+](=O)[O-])ccc1Cl
→ .	29	-14	.

Following part.
Results follow in this order: S100A4 MyoIIA	FN deposition inh	LGR2 antag	SIRT5 inh
CC(=O)Nc1cccc(-c2csc(Nc3ccc(C)cn3)n2)c1
→ .	3	6	.
O=C(NCCC1=CCCCC1)C1CCCN(S(=O)(=O)c2ccccc2)C1 (centres undefined)
→ .	-11	38	.
CCOCCCNC(=O)Cc1ccc(Br)cc1
→ .	-1	7	.
CC(=O)N1CC(=O)N=C1SCC(=O)Nc1nc(-c2ccccc2)c(-c2ccccc2)s1
→ .	-15	4	.
CC(C)(C)C1CCc2c(sc(NC(=O)C3CC=CCC3C(=O)O)c2C#N)C1 (centres undefined)
→ .	-1	7	.
CCCc1cc(=O)[nH]c(SCC(=O)c2[nH]c(C)c(C(=O)OCC)c2C)n1
→ .	-13	2	.

Bioassay records: PubChem, Broad Institute
